High-throughput results from PubChem BioAssay.
S3 lipid droplet = qHTS Assay for Lipid Storage Modulators in Drosophila S3 Cells. Drosophila S3 cells, BODIPY lipid droplet fluorescence, 18-24 h; cells fed with added oleic acid. 320,000 compounds, 0.64% hits. AID 2685. lipid storage change, negative = inhibition, % at the top dose, mostly 46.1 µM; hits show Potency in µM; active = well fitted inhibition curve with a large enough effect in the signal ratio, with a control signal flat, not every such curve was filed as active; inconclusive = small, poorly fitted or top-dose-only effect, or effect the other way, or a change in a side signal; the % refers to the signal ratio
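Laser-scanning cytometry quantifies lipid droplet accumulation (500–530 nm total intensity; droplet/cell object ratio) in oleic acid-fed (400 uM added) Drosophila S3 cells treated with a concentration series. 20 uM Triacsin C defined 100% inhibition.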
S3 lipid droplet cell count max = second read-out of S3 lipid droplet, no call of its own (marks repeat the call); cell number change, %; measured here: cell count max response;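 cells counted by Cell Tracker Red CMTPX staining in the red channel; peak over a dose series mostly up to 46.1 µM; percent activity relative to internal control wells on each plate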
Active calls of the source: *; i = inactive; ? = inconclusive; . = no result given. % is scaled to controls: 0 for no effect and ±100 for the full control effect; potency is read from the fitted curve at half-maximal effect.

Fields: S3 lipid droplet | S3 lipid droplet cell count max
Cc1cc(=O)oc2cc(OCC3CC(c4ccc(N(C)C)cc4)=NO3)ccc12 (stereo not given)
→ 19.4% | -9.8
CC(C)C[C@H](NC(=O)C1CC(=O)N(c2ccc3c(c2)OCCO3)C1)C(=O)NC1CCCC1 (stereo not given in full)
→ ? | .
O=C(NN=C1c2ccccc2-c2ccccc21)c1ccccc1Br
→ ? | .
Cn1c(=O)n(C)c2cc(NS(=O)(=O)c3ccccc3)ccc21
→ -17.0% | 5.8
CCc1nnc(N/N=C/c2c(Cl)cccc2Cl)n1N
→ ? | .
Cc1ccc2nc(-c3ccccc3)cc(C(=O)NCCCn3ccnc3)c2c1
→ 8.8% | -12.4
CCCC(=O)C1=C(c2ccccc2)C(C#N)(C#N)C(C#N)=C1N
→ ? | .
COc1ccccc1CC1S/C(=N/N=C/c2ccco2)NC1=O (stereo not given)
→ 21.6% | 3.2
O=C(COC(=O)c1ccccn1)Nc1c(Cl)cccc1Cl
→ 16.4µM* | -5.3*
CCOC(=O)c1c(C)[nH]c(C)c1C(=O)Cn1nnc(-c2ccccc2C)n1
→ ? | .
CC(=O)Nc1c(-c2ccc3ccccc3c2)nc2ccccn12
→ 8.0% | 12.4
COc1nnc(-c2ccc(C)cc2)c2ccccc12
→ -16.9% | 20.4
CN1/C(=C\C(=O)c2cncc(Br)c2)C(C)(C)c2ccccc21
→ ? | .
CCN(CC)C(=O)CCc1nnc(Cc2cccc(C(F)(F)F)c2)o1
→ -10.6% | 28.2
CC1CCN(C(=O)c2nc[nH]c2C(=O)N2CCc3ccccc3C2)CC1
→ ? | .

(further entries)
Fields: S3 lipid droplet | S3 lipid droplet cell count max
c1ccc(-c2noc(-c3cccnc3)n2)cc1
→ ? | .
S=C(NCCc1ccccn1)Nc1ccc(Cl)cc1Cl
→ 13.2% | 6.3
CSCCC(NC(=O)c1ccccc1)C(=O)NNC(=O)c1csc(N2CCOCC2)n1 (stereo not given)
→ ? | .
Nc1nc(SCCOc2ccccc2)n[nH]1
→ ? | .
Cc1ccc(N2CCN(S(=O)(=O)N3CCOCC3)CC2)cc1C
→ -4.5% | -11.0
CCN(C(=O)CCc1nnc2ccc(NCc3ccco3)nn12)c1ccccc1
→ ? | .
O=C1C2C3CCCC3=C3CCCC3C2C(=O)N1c1ccc(Cl)cc1 (stereo not given)
→ i | 1.3
CCCCC(CCCCl)C(=O)Nc1ccccc1 (stereo not given)
→ -28.4% | 10.6
Cc1cc(C(=O)NCC2COc3ccccc3O2)c2ccccc2n1 (stereo not given)
→ ? | .
CN(Cc1nc(-c2cccnc2)no1)S(=O)(=O)c1ccccc1
→ ? | .
O=C(NCc1ccco1)/C(=C/c1cccnc1)NC(=O)c1cccc(Br)c1
→ ? | .
COc1cccc(C(=O)Oc2cc(C)[nH]c(=O)c2[N+](=O)[O-])c1OC
→ ? | .
CC12CCC(C(=O)O)(c3nc(C#N)c(C#N)nc31)C2(C)C (stereo not given)
→ ? | .
Cc1ccc2c(CC(=O)Nc3nc(C)cs3)coc2c1
→ ? | .
COc1ccc(-c2cc(C(=O)Nc3cccc(O)c3)no2)cc1
→ ? | .

The list goes on:
Fields: S3 lipid droplet | S3 lipid droplet cell count max
C=C[C@@H]1c2cc(C)ccc2N(S(=O)(=O)c2ccc(C)cc2)[C@H](c2ccccc2C(F)(F)F)C1(C#N)C#N
→ i | -1.6
COc1ccc(N=Nc2nc(-c3ccccc3)c(-c3ccccc3)[nH]2)cc1
→ ? | .
COCCCN1CC(=O)N2C(c3cccc(OC)c3OC)c3[nH]c4ccccc4c3C[C@H]2C1=O (stereo not given in full)
→ 13.4% | 21.7
CCOC(=O)c1[nH]c2ccc(OC)cc2c1NC(=O)CCN1CCC(C)CC1
→ ? | .
O=C(NCc1ccccc1F)c1cccc(S(=O)(=O)N2CCCCCC2)c1
→ -28.0% | 6.0
Cc1cc(=O)oc2c(C)c(OC3CCCCC3=O)ccc12 (stereo not given)
→ 7.3% | 7.1
CCOc1ccc(S(=O)(=O)N2CCCC(C(=O)NCc3ccccn3)C2)cc1Cl (stereo not given)
→ ? | .
CSc1nc2c(c(=O)[nH]1)C(c1ccc(F)cc1)CC(=O)N2 (stereo not given)
→ ? | .
O=C(NCc1nnc(SCC(=O)N2CCCC2)o1)c1ccco1
→ -1.5% | -3.1
Cc1c2cnn(CC(=O)Nc3c(F)c(F)cc(F)c3F)c(=O)c2c(C)n1Cc1ccccc1F
→ 4.8% | .
CC(=O)N1CCc2ccc(S(=O)(=O)N3CC(C)OC(C)C3)cc21 (stereo not given)
→ ? | .
Cc1cc(=O)cc(C)n1-c1ccccc1Br
→ 17.7% | 14.8
Cc1nc2c(nnn2Cc2c(Cl)cccc2Cl)c(=O)[nH]1
→ ? | .
Cc1nnc(SCCC#N)n(CCC#N)c1=O
→ ? | .
Cc1ccc(S(=O)(=O)N2CCOC2CNC(=O)C(=O)NCCN2CCOCC2)cc1 (stereo not given)
→ -0.8% | -15.5

Next entries follow.
Fields: S3 lipid droplet | S3 lipid droplet cell count max
O=C(NCc1cccnc1)c1ccc(=O)oc1
→ ? | .
CCC(=O)Nc1cccc(NC(=O)CSc2nc3c(c(=O)n(C)c(=O)n3C)n2C)c1
→ ? | .
O=C1NC(=O)C(c2cn(-c3ccccc3)nc2-c2ccc(F)cc2)N1 (stereo not given)
→ ? | .
COc1ccc(C(=O)NCC(=O)N/N=C(C)\C=C\c2ccccc2)cc1OC
→ 15.3% | 5.5
CCC(C)c1ccccc1OCCCNC1CCCC1 (stereo not given)
→ ? | .
C[C@H](NC(=O)OCc1ccccc1)C(=O)NNC(=O)[C@H](C)NC(=O)OCc1ccccc1
→ -13.6% | 1.1
CCOC(=O)C1CCC/C1=N\NC(=O)CN(c1cc(OC)ccc1OC)S(=O)(=O)c1ccccc1 (stereo not given)
→ i | -20.6
C=CCOc1ccc(/C=C/C(=O)OCC(=O)NC2CCCCCCC2)cc1
→ ? | .
Cc1ccc(Cn2c(=O)c3c(nc4n3CCCN4Cc3ccccc3)n(C)c2=O)cc1
→ ? | .
COc1ccc(-n2nc3c(c2NC(=O)C2CC2)CS(=O)C3)cc1 (stereo not given)
→ ? | .
O=C(N/C(=C/c1ccco1)C(=O)N1CCCCC1)c1cccs1
→ ? | .
CCOc1ccc2oc(-c3ccccc3)c(C(=O)N3CCN(CCO)CC3)c2c1
→ ? | .
Cc1cc(=O)nc2c3ccccc3n(CC(=O)NCCCN3CCCCC3C)n12 (stereo not given)
→ ? | .
COc1ccc(Cc2n[nH]c(=S)n2C)cc1Br
→ -5.8% | -4.6
CCOC(=O)C1=C(C)NC2=C(C(=O)CCC2)C1c1cn(Cc2ccc(Cl)cc2Cl)nc1-c1ccccc1 (stereo not given)
→ ? | .

Complete entries as entered above. Order of values: S3 lipid droplet, S3 lipid droplet cell count max
`CCCC(=O)C1=C(c2ccccc2)C(C#N)(C#N)C(C#N)=C1N` across the screens: ?, .
`c1ccc(-c2noc(-c3cccnc3)n2)cc1` across the screens: ?, .
`CCC(C)c1ccccc1OCCCNC1CCCC1` (stereo not given) across the screens: ?, .
`CC(C)C[C@H](NC(=O)C1CC(=O)N(c2ccc3c(c2)OCCO3)C1)C(=O)NC1CCCC1` (stereo not given in full) across the screens: ?, .
`Cc1ccc(Cn2c(=O)c3c(nc4n3CCCN4Cc3ccccc3)n(C)c2=O)cc1` across the screens: ?, .

The results go on:
SMILES	S3 lipid droplet	S3 lipid droplet cell count max
CO/N=C(\CS(=O)(=O)Cc1ccc(OC)cc1)c1ccc(Cl)cc1	15.4%	3.4
Cc1cc(Cl)ccc1OCCCC(=O)NCCc1nnc2ccccn12	i	0.3
Cc1ccccc1C(=O)N1CCN(c2ccc(NC(=O)CSc3ccc(Cl)cc3)cc2)CC1	-12.5%	-10.0
O=C(N/N=C/c1cccc(F)c1)c1csc2c1CCCC2	2.2%	1.4
Cc1cccc(-c2noc(CN(C(=O)CCc3ccccc3)C(C)C)n2)c1	?	.
COc1ccc(CCNC(=S)Nc2cc(C)cc(C)c2)cc1	i	.
CN(C)c1ccc(/C=N/NC(=O)c2ccc(CN3CCOCC3)cc2)cc1Br	?	.
Brc1ccc(C[n+]2ccccc2)cc1	?	.
Cc1cc(C)cc(Oc2coc3cc(OC(=O)c4cccs4)ccc3c2=O)c1	34.5%	-13.2
N=c1c(S(=O)(=O)c2ccc(Br)cc2)cc2c(=O)n3ccccc3nc2n1C1CCCC1	?	.
CCCS(=O)(=O)NCc1ccc2c(c1)cc(C)n2C	6.6%	-7.9
O=C(NCCc1cn2ccsc2n1)c1cccs1	?	.
O=C(O)c1ccc(S(=O)(=O)c2ccccc2C(=O)O)c([N+](=O)[O-])c1	-3.1%	-3.3
CCOc1ccc(N/C(N)=N/c2nc(CSc3nnnn3-c3ccccc3)cc(=O)[nH]2)cc1	-5.8%	14.6
CCOC(=O)c1[nH]c2ccccc2c1N=CN(CC)CC	?	.

Later entries.
SMILES	S3 lipid droplet	S3 lipid droplet cell count max
CC(NC(=O)CN(C)Cc1cccc(F)c1)c1ccccc1 (stereo not given)	?	.
Cc1nc(CN(C)C(=O)CC2C(=O)NCCN2Cc2ccc(-c3ccccc3)cc2)cs1 (stereo not given)	?	.
Cc1cc(C(=O)N2CCCC2C(=O)O)c(C)o1 (stereo not given)	-9.3%	4.6
Cc1cccc(-n2ncc3c2CCCC3NC(=O)CCCN2CCCCC2=O)c1C (stereo not given)	?	.
COc1ccc2[nH]cc(CCNC(=S)NC3CCCC3)c2c1	?	.
O=[N+]([O-])c1ccccc1CN1CCN(c2ncccn2)CC1	?	.
O=C(Nc1ccncc1)C1CCN(S(=O)(=O)c2c(Cl)cccc2Cl)CC1	?	.
C=CCc1cccc(/C=N/NC(=O)CCC(=O)Nc2ccc(F)cc2)c1O	6.9%	2.3
CN(C)S(=O)(=O)c1cccc(-c2csc(N/N=C/c3ccco3)n2)c1	i	17.3
COC(=O)C1Cc2c([nH]c3ccccc23)C2(CCN(Cc3ccccc3)CC2)N1 (stereo not given)	-7.9%	-21.6
Cc1ccc2nc(C3CCCN3Cc3nc(CCC(C)C)no3)[nH]c2c1 (stereo not given)	3.0%	2.4
C[C@H]1CCC(=O)N(CCSc2ccc(Br)cc2)CC1	?	.
CCCCN1CCc2c([nH]c3ccc(C)cc23)C1=O	?	.
COc1ccc(/C=C2\N=C(C(C)(C)C)OC2=O)c(OC)c1	-20.2%	-7.2
c1ccc(SCCOCCN2CCOCC2)cc1	-3.5%	2.6

Some of these compounds in order of molar mass, rising.
SMILES	S3 lipid droplet	S3 lipid droplet cell count max
c1ccc(SCCOCCN2CCOCC2)cc1	-3.5%	2.6
O=[N+]([O-])c1ccccc1CN1CCN(c2ncccn2)CC1	?	.
C[C@H]1CCC(=O)N(CCSc2ccc(Br)cc2)CC1	?	.
CN(C)S(=O)(=O)c1cccc(-c2csc(N/N=C/c3ccco3)n2)c1	i	17.3

(listing goes on)
SMILES	S3 lipid droplet	S3 lipid droplet cell count max
Cc1cc(C(=O)NCC(=O)OCC(=O)Nc2ccc(OC(F)F)cc2)ccc1[N+](=O)[O-]	?	.
CCCCn1c(N)c(N(CC(C)C)C(=O)c2cccc(S(=O)(=O)N3CCCCC3)c2)c(=O)[nH]c1=O	-11.6%	.
Cc1cc(Cl)ccc1OCC(=O)N/N=C1\CC2C=CCC12 (stereo not given)	?	.
COc1cc(/C=N/NC(=O)c2nonc2N)cc(OC)c1OC	?	.
c1ccc(-c2ccccc2OCCOCCN2CCCCC2)cc1	?	.
CCc1cc(=O)oc2c(C)c(OCC(=O)N3CCCc4ccccc43)ccc12	?	.
O=c1oc2ccccc2c(N2CCC(c3ccccc3)CC2)c1[N+](=O)[O-]	5.0%	7.6
CCc1c(C)nc(N)n2c(SCC(=O)N3CCN(c4ccccc4F)CC3)nnc12	0.3%	-1.8
Cc1nc2ccc(S(=O)(=O)NCC(=O)N3CCCCC3)cc2s1	?	.
COc1ccc(OC)c(NC(=O)Cn2c(C)nc3ccccc3c2=O)c1	5.6%	0.1
Cn1c(=O)[nH]c(=O)c2c1nc(SCC(O)CCl)n2Cc1ccccc1 (stereo not given)	-18.8%	-13.5
Cc1ccc(S(=O)(=O)N2CCOCC2)cc1NC(=O)CNCc1ccccc1Cl	?	.
COc1cc(C(C)=O)ccc1Oc1ncnc2c1cnn2-c1cccc(Cl)c1	?	.
CC[C@H](C)[C@H](NC(N)=O)C(=O)Nc1ccc(NC(C)=O)cc1	?	.
COc1ccc(NC(=O)C(=O)N2N=C3CCCCC3C2(O)C(F)(F)F)cc1 (stereo not given)	23.4%	-4.0

Remaining list, next part:
SMILES	S3 lipid droplet	S3 lipid droplet cell count max
CCCc1cc(=O)[nH]c(/N=C(/NC(=O)C(C)N2C(=O)c3ccccc3C2=O)Nc2ccccc2)n1 (stereo not given)	?	.
Cn1c(CCN2CCOCC2)nc2cc(NC(=O)COc3ccc(Cl)cc3)ccc21	?	.
CCOC(=O)C1=C(C)NC(C)=C(C(=O)OCC)C1C(=O)OCC(=O)N1CCc2ccccc21	-2.8%	-17.5
COC(=O)c1c(C)nc2c(c(SC)nn2-c2ccccc2)c1N	?	.
O=C(NCc1cccnc1)c1ccc(CN2CCc3ccccc3C2)cc1	-3.4%	-9.9
O=C(Nc1ccc(F)cc1F)c1ccc(COc2c(F)c(F)cc(F)c2F)o1	3.9%	-0.5
Cc1ccccc1N(C(=O)c1ccccn1)C(C(=O)NCc1ccccc1)c1cccnc1 (stereo not given)	i	-23.0
O=C(NCc1ccc(F)cc1)C(c1ccc(Cl)cc1)N(C(=O)c1csnn1)C1CC1 (stereo not given)	?	.
CCN(CC(=O)Nc1ccc2c(c1)OCCO2)Cc1cc(=O)oc2cc(C)c(C)cc12	?	.
CCCCN(C)CCn1c(=S)[nH]c2cc(OCC)c(OCC)cc2c1=O	1.9%	5.4

A portion of the library, so the mix of outcomes need not match the whole.
